Bioassay records (PubChem)
TLR9-MyD88 block = inhibitors of human TLR9-MyD88 binding; Q9NR96+Q99836; CHO BLA complementation TLR9-MyD88, CCF4 FRET ratio; inhibition, % at 4.98 µM; 0.21% of 340,000 active; AID 504734;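 active = inhibition above the mean over all tested compounds plus 3 SD, cut at about 21% in these data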;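 also: 0% = DMSO only wells and 100% = clavulanate BLA inhibitor control wells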
NCOA1 inh = inhibits human SRC1 coactivator; HEK293 GAL4-SRC1 luciferase reporter, luminescence; inhibition, % at 3.6 µM; 0.12% of 360,000 active;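 active = inhibition above the campaign mean plus 3 SD, with each screening campaign given its own cutoff, cut at about 60% in these data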;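 also: 0% = DMSO treated cells and 100% = gossypol at 36 µM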
SRC3 inh = inhibitors of human steroid receptor coactivator 3 (SRC3); HEK293 GAL4-SRC3 luciferase reporter, luminescence; inhibition, % at 3.6 µM; 0.17% of 360,000 active;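 active = inhibition above a per-campaign cutoff, the mean of all compounds plus 3 SD, cut at about 60% in these data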;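 also: 0% = DMSO-treated cells and 100% = gossypol-treated cells at 36 µM; higher means less SRC3-driven luciferase light from the GAL4 reporter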
NR2F2 inh = blocks human COUP-TFII nuclear receptor; P24468; HEK293T NGFI-A luciferase reporter, luminescence; inhibition, % at 8.6 µM; 0.7% of 370,000 active;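 active = inhibition above a per-plate cutoff, mean inhibition of test wells between control levels plus 3 SD, cut at about 38% in these data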;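 also: cells cotransfected with COUP-TFII expression vector driving the NGFI-A reporter; 0% = median of COUP-TF2 test wells and 100% = reporter-only cells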
NOD2-RIPK2 inh = NOD2-RIPK2 protein interaction inhibition; O43353; CHO BLA complementation NOD2-RIPK2, CCF4 ratio; inhibition, % at 4.98 µM; 0.38% of 360,000 active; in the data active = inhibition above about 21%;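 also: 0% = vehicle only and 100% = reference blocker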
TRAIL sens C8 = caspase-8 TRAIL sensitization | 1% of 360,000 active | AID 624354 | inhibition (viability loss, TRAIL sensitization), % at 10 µM | NB7+C8 cells + TRAIL, ATPlite viability luminescence;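 active = compounds causing at least 50% loss of cell viability in the single-dose screen, relative to plate controls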
LRH-1 inv ag = NR5A2 inverse agonism in reporter assay. O00482. HEK293T StAR-luciferase reporter, LRH-1 transfected, 24 h. inhibition, % at 3.6 µM. 0.13% of 360,000 active. AID 602396;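 active = inhibition above the mean inhibition of all tested compounds plus 3 SD, cut at about 73% in these data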;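 also: 0% = DMSO wells and 100% = reporter-only cells lacking LRH-1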
LMP1 NFkB inh = Epstein-Barr LMP1 NF-kappaB reporter inhibition. LMP1-induced NF-kappaB luciferase reporter cells, luminescence. inhibition, % at 12.5 µM. 0.69% of 350,000 active. AID 504558; in the data active = inhibition above about 41%;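 also: 0% = neutral control wells and 100% = reference inhibitor control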
Vif inh = HIV Vif inhibition | 0.35% of 340,000 active | HEK293T cells, Vif self-association by quenched fluorescence, imaging, 24 h | inhibition, % at 7.49 µM; in the data active = inhibition above about 50%, passing the limit was not always enough; also: some results filed as inactive read as strong as hits
NCOA2 inhibitor = human SRC2 (NCOA2) inhibition. inhibition, % at 9 µM. AID 651957. Q15596. HEK293 GAL4-SRC2 luciferase reporter, luminescence. 0.17% of 370,000 active;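 active = inhibition above the mean inhibition of all tested compounds plus 3 SD, set per campaign, cut at about 52% in these data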;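 also: 0% = DMSO treated cells and 100% = cells given Gossypol at 36 µM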
TROY signal inh = inhibitors of TROY-dependent NF-kB signaling; Q293 LMP1-TROYcd NF-kB luciferase reporter, 4 h; inhibition, % at 10 µM; 0.98% of 360,000 active; AID 1347056;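 active = compounds whose plate-normalised and pattern-corrected inhibition of the luciferase reporter signal at the single screening dose is 50% or more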
Starred values were filed as active, the others as inactive; . = not tested or not shown.

SMILES | TLR9-MyD88 block | NCOA1 inh | SRC3 inh | NR2F2 inh | NOD2-RIPK2 inh | TRAIL sens C8 | LRH-1 inv ag | LMP1 NFkB inh | Vif inh | NCOA2 inhibitor | TROY signal inh
CC(NS(=O)(=O)c1ccc2c(c1)CC(C)N2C(=O)C1CC1)c1ccccc1 (stereo not drawn) | 6 | -17 | 20 | -4 | 2 | 13 | -12 | -4 | 6 | -1 | -4
C=CCn1c(SCC(=O)N2CCc3ccccc3C2)nnc1-c1ccncc1 | 6 | -12 | 7 | 17 | -3 | 1 | 7 | -1 | 5 | -3 | -11
Cc1cccc(CSc2ccc3nnc(-c4cccnc4)n3n2)c1 | -2 | 2 | 14 | 0 | 2 | -6 | -16 | 2 | 7 | 6 | 5
COc1ccc2c(c1OC)C(=O)OC2CC(=O)c1ccc2c(c1)OCO2 (stereo not drawn) | 3 | -8 | 14 | -6 | -8 | -6 | -16 | 4 | 10 | -3 | 7
O=C1/C(=C\c2ccc([N+](=O)[O-])cc2)CCc2ccccc21 | -4 | -36 | -36 | -32 | -8 | 78* | -56 | -26 | 29 | -36 | 55*
CC(C)(C)NC(=O)c1ccccc1NC(=O)c1ccc2c(c1)OCO2 | -3 | 5 | 21 | 5 | 11 | -15 | 5 | 0 | 4 | -13 | 0
CCc1ccc2nc(Nc3nc(COC)cc(=O)[nH]3)nc(C)c2c1 | -7 | -5 | -13 | 10 | 5 | -8 | -3 | 9 | -3 | -18 | -5
C[C@H](CO)N1C[C@H](C)[C@@H](CN(C)Cc2ccc(C(=O)O)cc2)Oc2c(cccc2N(C)C)C1=O | 0 | 1 | -7 | 4 | 3 | -15 | 0 | 5 | 10 | -15 | -13
CC(=O)Nc1ccc2nc(NC(=O)COc3ccccc3)sc2c1 | 4 | -25 | -8 | -10 | -11 | -2 | 12 | -7 | -4 | -8 | -12
CCOC(=O)C1=C(c2ccccc2)NC(=O)NC1c1ccc(OCC#N)c(OC)c1 (stereo not drawn) | 1 | -6 | -41 | 0 | -7 | 0 | -1 | -5 | -1 | -8 | 22
Cc1ccccc1-n1c(SCC(=O)N2CCN(c3ccccn3)CC2)nnc1N1CCOCC1 | 5 | 7 | -3 | 14 | -5 | -10 | 14 | 0 | 12 | -15 | 17
Nc1nonc1N1CCCCC1 | -2 | -3 | -7 | 7 | -8 | 1 | -4 | 5 | 6 | -8 | -22
CC(C)C(=O)N1CCC(Cc2ccccc2)CC1 | -9 | 3 | -5 | 14 | -17 | 11 | 4 | 9 | -4 | -30 | -6
CCCS(=O)(=O)N1CCCC(C(=O)NCCCN2CCN(c3ccc(F)cc3)CC2)C1 (stereo not drawn) | 8 | 8 | 15 | 15 | -18 | -1 | 18 | 2 | 0 | -3 | 9
N/C(=N\OC(=O)Cc1ccccc1[N+](=O)[O-])c1cccc(Br)c1 | -2 | -11 | -2 | -2 | 2 | -9 | -12 | -7 | -21 | -23 | -31
Cc1cccc(C(=O)NC(=S)Nc2ccc(Cc3ccncc3)cc2)c1 | 5 | -9 | 1 | 6 | -2 | 4 | 33 | 2 | -20 | -12 | -28
Cc1ccc(C(=O)NCC(=O)OCC(=O)Nc2ccc3[nH]c(=O)[nH]c3c2)cc1 | -5 | -7 | 9 | 5 | 4 | -12 | -2 | -1 | -2 | -9 | 16
COc1cc(OC)cc(N(C(=O)CNC(=O)c2ccco2)C(C(=O)NCC2CCCO2)c2ccccc2)c1 (stereo not drawn) | -1 | 20 | 0 | -10 | -1 | -2 | 3 | -10 | 8 | 20 | 16
Cc1cc(OCc2cccc(Cl)c2)c(C)cc1CN1CCOCC1 | -4 | -49 | -13 | 2 | -8 | -3 | -5 | -30 | -2 | 0 | -20
CCCCn1c(N)c(N(CC(C)C)C(=O)CSc2nnc(C)n2-c2ccc(OC)cc2)c(=O)[nH]c1=O | 4 | -4 | 14 | -5 | -4 | -9 | 6 | -2 | -10 | 9 | 7
CCOc1cc(C2NC(=O)NC(C)=C2C(=O)NCc2ccccc2)c(Cl)cc1O (stereo not drawn) | -3 | 6 | -6 | -2 | 3 | 12 | -9 | 3 | 16 | -15 | 1
CCN(CC(=O)NC(C)C)C(=O)c1cc(S(=O)(=O)N2CCCCC2)ccc1N1CCCCC1 | -4 | 6 | -1 | 22 | -5 | -1 | 18 | -23 | 5 | -14 | 0
O=[N+]([O-])c1ccc2c(c1)nc1n2CCSC1 | 0 | -2 | 18 | -10 | 4 | 1 | -3 | 6 | 4 | -22 | -10
O=C(O)C1CCN(S(=O)(=O)c2ccc(Cl)s2)CC1 | 8 | 4 | -9 | 11 | -10 | -9 | 8 | -2 | 7 | -3 | -14
COC(=O)/C(=C\Nc1ccc(Cl)cc1Cl)NC(=O)c1ccccc1 | -5 | 1 | -18 | -7 | 0 | -25 | -21 | -13 | -8 | 13 | 3

Arranged by formula weight (falling): some entries from above.
SMILES | TLR9-MyD88 block | NCOA1 inh | SRC3 inh | NR2F2 inh | NOD2-RIPK2 inh | TRAIL sens C8 | LRH-1 inv ag | LMP1 NFkB inh | Vif inh | NCOA2 inhibitor | TROY signal inh
CCCS(=O)(=O)N1CCCC(C(=O)NCCCN2CCN(c3ccc(F)cc3)CC2)C1 (stereo not drawn) | 8 | 8 | 15 | 15 | -18 | -1 | 18 | 2 | 0 | -3 | 9
C=CCn1c(SCC(=O)N2CCc3ccccc3C2)nnc1-c1ccncc1 | 6 | -12 | 7 | 17 | -3 | 1 | 7 | -1 | 5 | -3 | -11
Cc1cccc(CSc2ccc3nnc(-c4cccnc4)n3n2)c1 | -2 | 2 | 14 | 0 | 2 | -6 | -16 | 2 | 7 | 6 | 5
CCc1ccc2nc(Nc3nc(COC)cc(=O)[nH]3)nc(C)c2c1 | -7 | -5 | -13 | 10 | 5 | -8 | -3 | 9 | -3 | -18 | -5
Nc1nonc1N1CCCCC1 | -2 | -3 | -7 | 7 | -8 | 1 | -4 | 5 | 6 | -8 | -22

Carrying on.
SMILES | TLR9-MyD88 block | NCOA1 inh | SRC3 inh | NR2F2 inh | NOD2-RIPK2 inh | TRAIL sens C8 | LRH-1 inv ag | LMP1 NFkB inh | Vif inh | NCOA2 inhibitor | TROY signal inh
Cc1cc(-c2csc(N)n2)c(C)n1CCc1ccccc1 | 1 | -21 | 7 | 4 | -6 | -5 | -13 | -11 | 0 | -1 | -6
O=C(NCc1ccccc1)C1=C[C@@H](c2ccc(C(F)(F)F)cc2)C[C@@H](OCc2ccc(CO)cc2)O1 | -1 | -4 | 6 | 2 | -5 | 12 | 11 | -28 | -4 | 22 | 1
CC(=O)Nc1ccc(Sc2ccccc2C(=O)O)cc1 | 0 | 15 | 2 | 6 | 4 | 0 | 10 | 3 | -13 | 9 | 3
O=C(CCSc1nnc(-c2ccncc2)o1)Nc1ccccc1 | 3 | -10 | 4 | 9 | 4 | -5 | -2 | -1 | 2 | 15 | -28
C=C1[C@H]2O[C@H]2[C@@H](OC(C)=O)[C@@]2(C)[C@@H](OC(C)=O)C[C@@H](OC(C)=O)[C@@](C)(O)[C@@H]2[C@@H](OC(C)=O)[C@@]2(O)[C@@H](C)C(=O)O[C@H]2[C@H]1Cl | -1 | -10 | -7 | 13 | -10 | 0 | -4 | 3 | . | 15 | -8
CC(=O)c1sc(NC(=O)CN2C(=O)C3CCCCC3C2=O)nc1-c1ccccc1 (stereo not drawn) | -2 | -2 | -10 | 10 | 1 | 11 | -14 | -6 | 36 | -9 | -2
CC(=O)c1cc2c(cc1F)C(C)(C)CCC2(C)C | -7 | 15 | -6 | 5 | 2 | -14 | 21 | 8 | 7 | 12 | 4
CCOC(=O)C1=C(C)NC(=O)NC1c1ccc(Br)s1 (stereo not drawn) | -2 | 10 | 4 | 16 | 0 | -7 | 12 | -1 | . | -10 | -2
CCC(C(=O)NCCc1ccc(OC)cc1OC)n1nc(C)n2c(cc3occc32)c1=O (stereo not drawn) | 2 | -4 | 5 | -4 | 6 | 5 | 4 | -4 | 2 | 7 | 13
CC(C)N1CCc2c(sc(NC(=S)NC(=O)c3ccccc3)c2C#N)C1 | 8 | -21 | -10 | -20 | 8 | -8 | -51 | -9 | -2 | -45 | 33
CC(C)(C)NC(=O)C(c1ccccc1)N(Cc1cccs1)C(=O)c1csnn1 (stereo not drawn) | -3 | -4 | 2 | 5 | -3 | 4 | -18 | 6 | -9 | 1 | 12
O=C(COC(=O)COc1ccc(Cl)cc1Br)NC1CC1 | -6 | -23 | 1 | 0 | 7 | -12 | -6 | 0 | -1 | -10 | 11
Nc1nonc1-n1nnc(C(=O)N/N=C/c2ccccc2)c1CN1CCc2ccccc21 | 9 | 12 | -2 | 6 | 3 | -22 | -16 | -2 | 2 | 6 | 7
COc1ccc(/C=C/C(=O)N(CCC(N)=O)c2ccccc2)cc1S(=O)(=O)N1CCOCC1 | -4 | -3 | 14 | -3 | -11 | -29 | 0 | 2 | -1 | 14 | -4
COC(=O)[C@@]1(Cc2ccc(OC)cc2)[C@H]2c3cc(C(=O)N4CCCC4)n(Cc4ccccc4)c3C[C@H]2CN1C(=O)c1ccccc1 | . | . | . | 9 | -5 | 9 | -5 | . | . | 10 | 15
C/C=C/c1ccc(OCCCCN2CCC(C)CC2)c(OC)c1 | 1 | -9 | -4 | 7 | -9 | -3 | 0 | -10 | -7 | 3 | 10
CCOC(=O)c1[nH]c2ccc(OC)cc2c1NS(=O)(=O)c1ccc(OC)cc1OC | -11 | 9 | 21 | 1 | -8 | -19 | -19 | 12 | -2 | 6 | -12
CCOc1cc(Cl)c(NC(C)=O)cc1OCC | 0 | 0 | -2 | -2 | -6 | 2 | 10 | 4 | 5 | -22 | -5
O=C(CSc1nnc2ccc(-c3ccccn3)nn12)Nc1cccc(F)c1 | 6 | 5 | -8 | 10 | -1 | -17 | -8 | 7 | 17 | 19 | -11
COc1ccc(-n2nnc3c(=O)n(CC(=O)N4CCCC4)cnc32)cc1 | 1 | 11 | 11 | -2 | -8 | -7 | -3 | -19 | 5 | -11 | 2

These rows are one share of the data; the hit share may differ from the screen's.
